HPDE-C7K KRASV12 – cytotoxicity in KRAS-transformed pancreatic duct cells, primary screen, cell-based, fluorescence, HTS (AID 431). 1.7% of 63,000 active. one-dose cytotoxicity, % at 10 µM; EC50 in µM for titrated hits. HPDE-C7K KRASV12 cells, Alamar Blue viability, 48 h; higher % means a stronger effect;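 active = compounds whose percent cytotoxicity in the single-dose primary screen, scaled between solvent and toxic-drug controls, exceeds 50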;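 also: 0% = DMSO solvent wells and 100% = doxorubicin-treated wells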
Spn PMK inh – blocks S. pneumoniae phosphomevalonate kinase; purified PMK, PK/LDH-coupled NADH absorbance 340 nm; inhibition, % at 10 µM; 0.49% of 65,000 active; AID 539;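 active = top-ranked compounds by inhibition in the single 10 µM screen, taking a fixed number of the strongest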;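 also: 0% = full reaction with DMSO carrier and 100% = background rate without enzyme reaction; no value below 0 was filed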
LYP inhibition – LYP phosphatase inhibitors, primary screen, biochemical, DiFMUP fluorescence, recombinant catalytic domain, 10 µM (AID 606). recombinant LYP catalytic domain, DiFMUP fluorescence; higher % means a stronger effect. inhibition, % at 10 µM, or IC50 in µM where a hit was titrated. 52,000 tested, under 10 active;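 active = IC50 under 40 µM in the dose-response test; inactive = IC50 of 40 µM or more, or never dose-tested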
Bfl-1 inhibitors – displacement of Bid BH3 peptide from Bfl-1 – biochemical, fluorescence polarization, FITC-Bid, mouse, primary screen (AID 432) | FITC-Bid BH3 peptide fluorescence polarization displacement; higher % means a stronger effect | displacement, % at 20 µM; hits with a dose series show IC50 in µM | 0.02% of 64,000 active; in the data active = a potency from the dose series; inactive = the rest, 99 in 100 with displacement below about 15%; also: strong numbers were not always called active
HPDE-C7 cytotoxicity – cytotoxicity in HPDE-C7 cells, cell-based, fluorescence, HTS (AID 430); HPDE-C7 pancreatic duct cells viability, fluorescence; higher % means a stronger effect; one-dose cytotoxicity, % at 10 µM; EC50 in µM for titrated hits; 1.8% of 63,000 active;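 also: cells exposed to compound for 48 hours before viability readout; 0% = vehicle and 100% = reference cytotoxic drug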
HT1080 viability – cytotoxicity in HT1080 fibrosarcoma cells, cell-based, fluorescence readout (AID 620) | 0.42% of 87,000 active | HT1080 viability, fluorescence; higher % means a stronger effect | one-dose cytotoxicity, % at 10 µM; EC50 in µM for titrated hits;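 also: cells exposed to compound overnight then 4 h with Alamar Blue; 0% = vehicle DMSO and 100% = killing control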
Spn DPM-DC inh – S. pneumoniae DPM-DC inhibition; purified DPM-DC, PK/LDH coupled NADH fluorescence; calls only at 10 µM; 0.49% of 65,000 active;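 active = the 320 compounds with the highest percent inhibition in the single-dose primary screen, excluding strongly autofluorescent ones, cut at about 32% in these data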;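 also: kinetic rate of NADH fluorescence loss reporting ADP formed by the decarboxylase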
Alkaline phosphatase – inhibition of tissue-nonspecific alkaline phosphatase – biochemical, luminescent (AID 518); purified TNAP enzyme, luminescent substrate readout; higher % means a stronger effect; one-dose inhibition, % at 20 µM; IC50 in µM for titrated hits; 0.09% of 64,000 active; in the data active = a potency from the dose series; inactive = the rest, 99 in 100 with inhibition below about 22%;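 also: plate controls were vehicle for no effect and reference inhibitor for full effect; many of its hits are not listed in these tables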
MK inhibit – S. pneumoniae mevalonate kinase inhibition. inhibition, % at 10 µM. purified MK, PK/LDH-coupled NADH absorbance 340 nm. AID 555. 0.48% of 65,000 active;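 active = ranked among the strongest by inhibition in the single 10 µM screen, a fixed top-ranked set picked for dose follow-up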; also: no value below 0 was filed
Spn PMK inh pilot replicates – second read-out of Spn PMK inh, no call of its own (marks repeat the call); inhibition, %; measured here: pilot screen replicates
MK inhibit pilot replicates – second read-out of MK inhibit, no call of its own (marks repeat the call); inhibition, %; measured here: pilot screen replicates
Spn DPM-DC inh pilot screen % – recorded beside Spn DPM-DC inh, whose call it bears; inhibition, %; measured here: pilot screen trials
* hit, by the source's call; i = inactive; / = no result given; + = active, no number. Rule as the data show it, unless noted: active = cytotoxicity above about 50%; inactive = the rest.

SMILES	HPDE-C7K KRASV12	Spn PMK inh	LYP inhibition	Bfl-1 inhibitors	HPDE-C7 cytotoxicity	HT1080 viability	Spn DPM-DC inh	Alkaline phosphatase	MK inhibit	others
CCSc1nc2c(c(=O)[nH]1)C(C(C)C)C(C#N)=C(N)O2 (stereo not drawn)	2%	7	1%	-3%	0%	-6%	i	6%	7
CCOC(=O)c1c(C)[nH]c(C(=O)COC(=O)c2cn(CC)c3nc(C)ccc3c2=O)c1C	10%	13	/	-2%	-1%	-2%	i	5%	0
CCOC(=O)N1CCN(c2nc(C)cc(C(F)(F)F)n2)CC1	3%	13	12%	-15%	-7%	-9%	i	9%	6
Cc1c(N2C(=O)CSC23C(=O)Nc2ccccc23)c(=O)n(-c2ccccc2)n1C (stereo not drawn)	-12%	8	4%	-2%	-10%	0%	i	6%	6
Cc1cc(C)c(C(=O)CN2C(=O)CCC2=O)cc1C	3%	7	/	-4%	8%	/	i	5%	8
C=C1CSc2nc(=O)c3c(C)c(C)sc3n21	34%	0	4%	4%	38%	18%	i	10%	0
CN(c1ccccc1C(N)=O)S(=O)(=O)c1ccccc1	8%	7	11%	-6%	-1%	2%	i	12%	0	Spn PMK inh pilot replicates=2.5;MK inhibit pilot replicates=0.0;Spn DPM-DC inh pilot screen %=0.0
Cc1cc(Nc2ccccc2C(=O)O)nc2nc3ccccc3c(=O)n12	-5%	12	5%	-7%	0%	0%	i	14%	0
CC(=O)c1ccc(NC(=O)N2CCN(c3cccc(Cl)c3)CC2)cc1	6%	6	15%	0%	2%	6%	i	9%	0
CCCc1nc(SCC(=O)N2CCCC2)c2ccccc2n1	-20%	7	/	2%	-22%	0%	i	4%	/
COc1ccc(CNc2nc3ccccc3n2CCN2CCCCC2)c(OC)c1	-27%	4	-20%	-4%	18%	-5%	i	14%	0
Cc1ccc(C(C)C)c(Oc2nnnn2-c2ccccc2)c1	-10%	10	2%	3%	-3%	/	i	-9%	2
O=C(NCc1ccccn1)c1c(O)c2c([nH]c1=O)CCCC2	-5%	10	/	-5%	-8%	4%	i	8%	0
O=C(NC1CCCCC1)c1ccc(S(=O)(=O)N2CCOCC2)cc1	-23%	2	4%	-5%	-5%	-2%	i	6%	1
CC(=O)N1CCN(C2=Nc3cccc4cccc2c34)CC1	7%	10	5%	9%	-2%	1%	i	4%	7
N#CC1=C(N)OC2=C(C(=O)CCC2)C12CCN(C(=O)OCc1ccccc1)CC2	-7%	4	7%	-13%	-6%	-1%	i	3%	4
CCCc1cc(C(N)=O)c(NC(=O)C2CCCO2)s1 (stereo not drawn)	-5%	5	9%	-2%	-5%	/	i	2%	6
Cc1ccc(NC(=O)c2cc(C)on2)cc1	-14%	15	-1%	-4%	-5%	-5%	i	12%	0
CSc1ccc(-c2nnn(Cc3ccc(C)cc3)n2)cc1	8%	0	9%	-10%	6%	/	i	11%	11
Cc1cc(C(=O)N2CCOCC2)n(-c2ccccc2)n1	-6%	2	-4%	-1%	-10%	-4%	i	0%	0
CCS(=O)(=O)NCC(c1cccnc1)N1CCN(c2ccc(F)cc2)CC1 (stereo not drawn)	8%	1	3%	-3%	14%	7%	i	3%	3
CCOC(=O)C1=C(C)NC2=C(C(=O)CCC2)C1c1cccs1 (stereo not drawn)	-15%	0	4%	-1%	-14%	/	i	3%	12
COc1cccc(C2C(C(=O)c3cccs3)=C(O)C(=O)N2CCCn2ccnc2)c1OC (stereo not drawn)	-11%	7	/	-7%	-12%	-9%	i	7%	11	Spn PMK inh pilot replicates=5.5;MK inhibit pilot replicates=0.0;Spn DPM-DC inh pilot screen %=2.5
CC(C)(C)n1ncc2c(=O)n(CC(=O)N3CCc4ccccc43)cnc21	-16%	12	/	0%	0%	/	i	4%	4
Cc1[nH]c2ccc(-c3nnc(SCC(=O)N4CCCc5ccccc54)o3)cc2c1C	3%	9	-3%	0%	-10%	3%	i	10%	8
CCCCOc1ccc(CN(C)c2ncnc(N)n2)cc1	10%	9	0%	4%	11%	-14%	i	8%	6
O=C(CSc1nc2ccccc2[nH]1)Nc1ccc(F)cc1	2%	0	6%	-5%	8%	/	i	11%	1
Cc1c(C(=O)NCc2cccnc2)sc2nc(-c3ccccc3)cn12	17%	12	4%	0%	17%	/	i	5%	0
COCCn1c(CN2CCN(c3ccc(OC)cc3)CC2)nc2c1c(=O)n(C)c(=O)n2C	-3%	11	9%	1%	3%	-3%	i	12%	4
O=C(O)CCC(=O)N1CCN(c2nc3ccccc3s2)CC1	-6%	7	-4%	-5%	-7%	8%	i	11%	5
Cc1ccccc1N1C(=O)c2cccc3c(N(C)CCO)ccc(c23)C1=O	0%	0	-1%	79%	-8%	18%	i	31%	0
CCOC(=O)c1c(N)sc(=S)c2c1CCC2	11%	0	0%	9%	9%	3%	i	23%	14
CCOc1ccc2[nH]c(=O)c(CN(Cc3nnnn3CCc3ccccc3)CC3CCCO3)cc2c1 (stereo not drawn)	-12%	14	7%	0%	1%	-2%	i	12%	0	Spn PMK inh pilot replicates=1.5;MK inhibit pilot replicates=0.0;Spn DPM-DC inh pilot screen %=8.5
CC(=O)OC(C(=O)NCc1ccc2c(c1)OCO2)c1ccccc1Cl (stereo not drawn)	0%	18	/	3%	1%	-1%	i	0%	1
CCCN(CCC)CCNC(=O)c1cc2c(=O)n(C)c3ccccc3c2n1C	17%	10	10%	-7%	9%	9%	/	17%	5	Spn PMK inh pilot replicates=4.5;MK inhibit pilot replicates=4.5
COC(=O)C1=C(CSc2nnnn2C)NC(=O)NC1c1cc(C)ccc1C (stereo not drawn)	10%	9	3%	-4%	9%	6%	i	2%	7
Cn1nnnc1SCCNS(=O)(=O)c1ccccc1	-11%	13	/	10%	-18%	-12%	i	10%	0
N#Cc1c(N)oc(-c2ccccc2)c1-c1ccccc1	-10%	0	9%	-5%	-7%	2%	i	4%	13
CCOC(=O)NC(=O)CSc1nnc(C)s1	9%	0	/	-1%	-1%	-2%	i	13%	7	Spn PMK inh pilot replicates=7.0;MK inhibit pilot replicates=2.0;Spn DPM-DC inh pilot screen %=1.5
CCCN1c2cccc3cccc(c23)S1(=O)=O	6%	2	-4%	-6%	-11%	4%	/	10%	12
O=C(CSc1nnc(Cc2cccs2)n1Cc1ccco1)Nc1ccc(Br)cc1	34%	8	/	-4%	39%	-5%	i	2%	5
Cn1c(=O)c2c(nc(SCCN3CCCCC3)n2Cc2ccccc2)n(C)c1=O	-7%	7	10%	1%	-19%	1%	i	4%	3
O=C(NCC1COc2ccccc2O1)c1cn(Cc2ccc(F)cc2)nn1 (stereo not drawn)	-4%	4	/	-1%	-5%	-2%	i	8%	2
COc1ccccc1NC(=O)CSc1nnc(C)n1Cc1ccccc1	-12%	6	-1%	-10%	-22%	-3%	i	4%	0
CC(=O)Nc1nc(-c2ccccc2)nc(C)c1C(C)=O	-22%	11	15%	-3%	-28%	-4%	i	4%	6	Spn PMK inh pilot replicates=6.5;MK inhibit pilot replicates=8.0;Spn DPM-DC inh pilot screen %=4.0
CCOC(=O)c1c(C)n(C)c2ccc(OC)c(NC(=O)c3cccs3)c12	-5%	0	7%	-3%	-9%	-6%	i	10%	0
CCOC(=O)c1ccc(NS(=O)(=O)c2cccc3nsnc23)cc1	3%	9	-1%	4%	-2%	-2%	i	8%	3	Spn PMK inh pilot replicates=0.0;MK inhibit pilot replicates=0.5;Spn DPM-DC inh pilot screen %=0.0
COc1ccccc1-c1nnc(NC(=O)C(C)C)s1	10%	7	8%	-1%	6%	-1%	i	20%	7
Nc1c(C(=O)NCc2ccccc2)nnn1Cc1ccccc1	-2%	4	-6%	-1%	3%	/	i	8%	6
O=c1c2cc(N3CCOCC3)ccc2[nH]c(=S)n1CCCN1CCN(c2ccccc2F)CC1	3%	11	-6%	7%	0%	-10%	+	14%	3
Cc1ccc(C(C(=O)NC(C)(C)C)N(CC2CCCO2)C(=O)Cn2nnc(-c3ccc(C)o3)n2)cc1 (stereo not drawn)	-7%	8	/	0%	0%	33%	i	2%	9
C=CCc1c(C)c(C#N)c2nc3ccccc3n2c1NCCN(C)C	6%	8	3%	-1%	3%	0%	i	3%	0
COCCCn1c(=NC(=O)c2ccc3c(c2)OCO3)c(C#N)cc2c(=O)n3cccc(C)c3nc21	-6%	8	/	3%	-4%	4%	i	17%	4
O=C(CSc1nc2ccccc2c(=O)n1CC1CCCO1)NCC1CCCO1 (stereo not drawn)	-4%	14	/	3%	-5%	-8%	i	9%	2
Clc1cccc2sc(N3CCCCC3)nc12	-1%	9	4%	-7%	-7%	13%	i	1%	8
CCn1c(SCC(=O)Nc2ccccc2C(=O)OC)nnc1-c1ccc(N)cc1	29%	11	9%	-2%	18%	6%	i	9%	2
O=C(CSc1ncc(-c2ccc(F)cc2)n1Cc1ccco1)Nc1ccc2c(c1)OCO2	86%*	7	0%	-2%	73%*	-9%	i	4%	6
CCOCCCNC(=O)C1CCN(C(=O)Nc2ccc(C)cc2)CC1	-3%	18	13%	0%	-19%	5%	i	12%	0
c1nc(N2CCN(Cc3ccc4c(c3)OCO4)CC2)c2[nH]cnc2n1	-1%	9	12%	4%	-4%	/	i	-18%	10
CN1CCN(C(=O)c2ccc3ccccc3c2)CC1	-8%	0	/	-1%	-15%	7%	i	7%	1

The last 2 entries of the part before open the next one:
SMILES	HPDE-C7K KRASV12	Spn PMK inh	LYP inhibition	Bfl-1 inhibitors	HPDE-C7 cytotoxicity	HT1080 viability	Spn DPM-DC inh	Alkaline phosphatase	MK inhibit	others
c1nc(N2CCN(Cc3ccc4c(c3)OCO4)CC2)c2[nH]cnc2n1	-1%	9	12%	4%	-4%	/	i	-18%	10
CN1CCN(C(=O)c2ccc3ccccc3c2)CC1	-8%	0	/	-1%	-15%	7%	i	7%	1
CCCCN(C(=O)c1c(C)[nH]c(C(=O)OCC)c1C)c1ccccc1	-14%	11	0%	-16%	-17%	7%	i	-4%	3
CCOc1ccccc1-n1nnnc1SCC(=O)Nc1cc2oc3ccccc3c2cc1OC	31%	7	-3%	-6%	44%	40%	i	13%	6	Spn PMK inh pilot replicates=0.0;MK inhibit pilot replicates=2.0;Spn DPM-DC inh pilot screen %=1.5
N/C(=N\S(=O)(=O)c1ccc(Cl)s1)c1ccccc1	-1%	0	-9%	-1%	4%	16%	i	14%	4
Cc1cc(C(=O)Nc2ccc(S(=O)(=O)Nc3onc(C)c3C)cc2)cs1	8%	8	11%	-1%	16%	4%	i	9%	12	Spn PMK inh pilot replicates=0.0;MK inhibit pilot replicates=0.0;Spn DPM-DC inh pilot screen %=0.0
CCn1c(SCC(=O)NCc2cccs2)nnc1-c1ccco1	-3%	16	-4%	-6%	0%	1%	i	5%	8
O=C(CN(C(=O)CCC(=O)Nc1nccs1)c1ccc(F)cc1)NCc1ccco1	13%	15	/	4%	14%	0%	i	1%	10

Screening data (PubChem BioAssay)
